# Bioassay records as filed in PubChem.
# CHRM1 antagonist: human CHRM1 antagonism; P11229; CHO-K1 hM1, Fluo-8 calcium fluorescence, ACh EC80 antagonist; inhibition, % at 3 µM; actives 1.3% (n = 360,000);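 active = percent inhibition above its own plate's cutoff, namely the mean of that plate's compound wells plus 3 SD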;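 note: peak over basal fluorescence ratio during 140 s after agonist addition; 0% = ACh EC80 plus DMSO and 100% = DMSO alone without agonist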
# Target sequence (P11229 whole entry, looked up): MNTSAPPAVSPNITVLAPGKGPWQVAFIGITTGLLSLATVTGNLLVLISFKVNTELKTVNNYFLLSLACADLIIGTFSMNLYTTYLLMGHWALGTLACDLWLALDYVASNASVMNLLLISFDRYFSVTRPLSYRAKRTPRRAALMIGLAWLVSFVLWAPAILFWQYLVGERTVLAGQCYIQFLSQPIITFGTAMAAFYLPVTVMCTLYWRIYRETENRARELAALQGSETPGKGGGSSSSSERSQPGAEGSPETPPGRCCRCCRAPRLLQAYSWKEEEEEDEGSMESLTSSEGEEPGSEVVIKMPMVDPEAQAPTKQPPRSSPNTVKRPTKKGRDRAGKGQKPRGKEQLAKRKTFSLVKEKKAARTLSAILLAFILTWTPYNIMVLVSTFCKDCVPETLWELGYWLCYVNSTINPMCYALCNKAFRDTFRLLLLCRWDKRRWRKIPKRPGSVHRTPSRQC
# OXTR agonist: agonists of human oxytocin receptor. CHO-OTR cells, Fluo-8 calcium fluorescence; normalized: DMSO 0%, oxytocin 100%. activation, % at 3 µM. actives 0.32% (n = 320,000);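 active = activation above the mean of all tested compounds plus 3 SD, cutoff set per screening run, cut at about 20% in these data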;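 note: peak over basal fluorescence ratio from a 100 s FLIPR kinetic read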
# M1 PAM: potentiates human M1 receptor response to acetylcholine; activation, % at 3 µM; CHO-K1 hM1, Fluo-8 calcium fluorescence, ACh EC20; 0% = ACh EC20, 100% = maximal ACh; actives 0.088% (n = 360,000); P11229; in the data active = activation above about 19%, passing the limit was not always enough
# TAAR1 ag: human TAAR1 agonism. actives 0.99% (n = 360,000). activation, % at 3 µM. Q96RJ0. CHO RD-HGA16 TAAR1, Fluo-8 calcium fluorescence; vehicle wells 0%, saturating PEA agonist 100%;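 active = activation above the mean activation of all test compounds in the run plus 3 SD, cut at about 38% in these data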
#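 Repeats: no replicates (n 1) | Material: CHO-derived RD-HGA16 cells with stable Gα16 and human TAAR1 | Technique: Kinetic Fluo-8 calcium fluorescence | Schedule: 17-24 h seeding, 75 min 37 °C dye, 30 min RT | Evaluation: % activation from peak over basal fluorescence ratio, DMSO-to-PEA scaled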
# OXTR potentiator: human OXTR potentiation | P30559 | CHO-OTR cells, Fluo-8 calcium fluorescence, potentiator mode; 0% = oxytocin EC15, 100% = EC100 | activation, % at 3 µM | actives 0.061% (n = 320,000);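 active = activation above that plate's cutoff, the mean activation of tested compounds plus 3 SD, cut at about 6.6% in these data, passing the limit was not always enough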;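 note: 100% uses oxytocin at 75 nM as the full agonist control; some results filed as inactive read as strong as hits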
#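 Assay system: CHO cell line stably expressing human OTR. Reagent: EC15 oxytocin agonist. Dosing: single dose, 3.0 µM nominal final compound concentration. Timing: compound 6 min at room temperature before oxytocin, 100 s read. Signal: kinetic Fluo-8 calcium fluorescence. Controls: oxytocin EC15 low and EC100 high.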
# TAAR1 antag: human TAAR1 antagonism | Q96RJ0 | CHO RD-HGA16 TAAR1, Fluo-8 calcium fluorescence, antagonist | inhibition, % at 3 µM | actives 1.5% (n = 360,000) | AID 624466;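 active = inhibition above a per-plate cutoff, the mean inhibition of test compounds on that plate plus 3 SD, cut at about 49% in these data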;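 note: 0% = DMSO plus EC80 beta-PEA response and 100% = DMSO alone without agonist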
#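 System: RD-HGA16 CHO cells with stable hTAAR1 and Gα16 | Probe or stimulus: EC80 β-phenethylamine stimulus | Dosing: 3 µM, single point | Times: Dye loading 75 min at 37 °C, then 30 min room temperature | Measured by: Fluo-8 calcium-sensitive fluorescence | Read-out basis: % inhibition of agonist calcium response | Replicates: n of 1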
# CHO parental Ca: counter-screen: ATP calcium response change in parental CHO cells; parental CHO-K1, ATP-induced calcium, Fluo-8 fluorescence; inhibition, % at 5.6 µM; actives 0.63% (n = 330,000); AID 463079;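 active = inhibition above that plate's mean sample inhibition plus 3 SD, cut at about 26% in these data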;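 note: 0% = ATP-challenged DMSO wells and 100% = DMSO wells without ATP; some compounds past the cut are filed as inactive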
#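 Test system: untransfected parental CHO cell line; also added: ATP stimulus; dosing: 5.6 µM, single dose; signal: calcium-sensitive Fluo-8 fluorescence; measure: percent inhibition of ATP-evoked calcium rise, normalized to controls; benchmarks: low control ATP plus DMSO, high control DMSO only; replication: one well per compound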
# CHRM1 agonist: agonists of human M1 muscarinic receptor; actives 0.33% (n = 360,000); activation, % at 3 µM; CHO-K1 hM1, Fluo-8 calcium fluorescence, agonist mode; 0% DMSO, 100% acetylcholine EC100; P11229;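 active = activation above the run's mean compound activation plus 3 SD, cut at about 16% in these data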;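 note: peak over basal fluorescence ratio within a 140 s kinetic read after compound addition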
# V1aR counter: activates human V1a receptor in oxytocin agonist counter-screen | CHO-V1R cells, Fluo-8 calcium fluorescence, agonist mode; 0% DMSO, 100% 3 nM vasopressin | activation, % at 3 µM | actives 0.25% (n = 320,000);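 active = activation above the mean activation of all tested compounds plus 3 SD, per screening run, cut at about 20% in these data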;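 note: signal is peak over basal fluorescence ratio across a 100 second FLIPR read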
# Target sequence (P37288 whole entry, looked up): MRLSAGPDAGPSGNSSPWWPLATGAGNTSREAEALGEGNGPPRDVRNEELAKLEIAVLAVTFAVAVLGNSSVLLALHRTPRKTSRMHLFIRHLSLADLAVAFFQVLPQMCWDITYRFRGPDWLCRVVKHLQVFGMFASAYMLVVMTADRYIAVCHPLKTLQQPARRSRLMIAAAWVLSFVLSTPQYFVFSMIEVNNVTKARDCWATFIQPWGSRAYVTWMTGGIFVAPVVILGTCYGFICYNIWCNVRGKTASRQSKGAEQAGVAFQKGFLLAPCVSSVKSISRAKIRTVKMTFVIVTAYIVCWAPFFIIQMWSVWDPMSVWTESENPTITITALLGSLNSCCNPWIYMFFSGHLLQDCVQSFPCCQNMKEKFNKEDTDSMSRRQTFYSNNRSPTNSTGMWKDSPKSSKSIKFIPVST
# * marks the source's active call; other numbers are inactive results; . = no result given; & = joins results of further samples.
SMILES,CHRM1 antagonist,OXTR agonist,M1 PAM,TAAR1 ag,OXTR potentiator,TAAR1 antag,CHO parental Ca,CHRM1 agonist,V1aR counter
COCCn1c(C)cc(C(=O)CSc2ccc3ccccc3n2)c1C,-5,-1.8,5,7,-6,25,-15,-3,-0.4
Cn1cc(-c2cc(C(=O)O)on2)cn1,-1,1.6,2,1,-4,-39,4,-1,0.6
CCOc1ccccc1NC1c2ccccc2C(=O)N1Cc1ccco1 (stereo not given),-7,-1.7,-4,0,3,-5,-12,-13,-1.3
COC(=O)c1cc(S(=O)(=O)Nc2nn(C)c3ccccc23)oc1C,4,-1.4,-2,0,-8,-2,-1,-2,4.3
O=C(Nc1ccccc1)c1nc[nH]c1C(=O)N1CCN(c2ccccc2)CC1,-10,1.0,2,0,-1,18,-9,-4,1.4
Cc1csc2nc(=O)c3ccccc3n12,-10,.,1,0,.,-40,.,-5,.
Cc1ccc(-n2nnc3ccccc3c2=O)cc1C,-31,-1.7,2,2,-3,-2,-21,-5,-1.3
CC1CCN(C(C)C(=O)Nc2cc(S(=O)(=O)N3CCCCC3)ccc2Cl)CC1 (stereo not given),-8,-1.8,2,-4,-6,6,-5,-3,-0.6
O=C1CC[C@H](O)CCN1CCSc1ccc(Br)cc1,-7,1.6,3,17,-3,11,-11,-3,0.7
COC(CNC(=O)c1ccc2c(c1)ncn2-c1ccc(F)c(F)c1)OC,-4,0.1,5,0,-3,-1,-17,-6,0.6
FC(F)(F)c1cc(CO[C@@H]2CCCN[C@@H]2c2ccccc2)cc(C(F)(F)F)c1,-12,11,0,70*,-7,15,-1,3,7.8
COc1ccc(CNC(=O)C2CCC(CNc3c(N4CCC(C)CC4)c(=O)c3=O)CC2)cc1 (stereo not given),-2,-0.1,7,1,1,-15,-6,-2,1.0
CCN1CCN(C(=O)C2CCN(c3nnc(C)c4c(C)n(-c5ccc(C)cc5)nc34)CC2)CC1,27,-1.6,-13,-3,-13,-35,-16,-4,-2.0
COC(C[C@@H]1O[C@@H]1[C@H](O)[C@@H](C)OCc1ccccc1)OC,17,0.5,-8,11,4,3,5,-5,1.2
Cc1[nH]n(-c2ccccc2)c(=O)c1/C=N/N1C(=O)c2cccc3cccc(c23)C1=O,3,-0.4,-3,25,-4,11,-5,-6,0.8
COc1ccccc1NC(=O)N(C)C[C@@H]1OCc2ccccc2-c2c(n(C)c3ccccc23)C(=O)N([C@H](C)CO)C[C@@H]1C,0,.,-3,1,.,-14,.,-3,.
CCOc1ccccc1N1CCN(C(=O)C(F)(F)F)CC1,-25,-1.3,-2,.,-11,.,-19,-3,-0.5
CC(C)c1ccc(-c2nnc(N)s2)cc1,-6,-3.6,4,-3,-3,-5,-7,-2,-1.6
CCn1c(C(C)NC(=O)c2cccc(C)c2)nc2ccccc21 (stereo not given),-14,-1.6,10,1,-4,-23,-5,-5,-0.2
COc1cc2c(cc1C1NC(=S)NC(C)=C1C(=O)N(C)C)CCCC2 (stereo not given),-14,-1.2,4,0,-3,-2,-15,-9,0.8
O=C(Cn1cnc2c(nnn2Cc2ccccc2)c1=O)c1ccccc1,-9,7.3,3,9,-4,9,8,4,3.7
NC(COCc1ccccc1)c1csc(NC(=O)Nc2cccc(Cl)c2)n1 (stereo not given),5,.,-1,58*,.,43,.,6,.
CC(=O)Nc1cc(-c2nn(C)c(=O)c3ccccc23)ccc1N1CCOCC1,-8,-0.8,8,2,-9,11,4,0,-0.7
c1csc(-c2nn3c(C4COc5ccccc5O4)nnc3s2)c1 (stereo not given),-2,1.3,6,.,-8,.,-11,-3,2.3
Cc1cc(C)nc(N2CCN(C(=O)c3ccc(S(=O)(=O)N4CCCCCC4)cc3)CC2)n1,-1,0.8,3,0,-4,-10,-15,-4,0.8

# Compound profiles, from the list above. Order of values: CHRM1 antagonist | OXTR agonist | M1 PAM | TAAR1 ag | OXTR potentiator | TAAR1 antag | CHO parental Ca | CHRM1 agonist | V1aR counter
# O=C(Nc1ccccc1)c1nc[nH]c1C(=O)N1CCN(c2ccccc2)CC1 reads -10 | 1.0 | 2 | 0 | -1 | 18 | -9 | -4 | 1.4
# c1csc(-c2nn3c(C4COc5ccccc5O4)nnc3s2)c1 (stereo not given) reads -2 | 1.3 | 6 | . | -8 | . | -11 | -3 | 2.3

# (next part)
SMILES,CHRM1 antagonist,OXTR agonist,M1 PAM,TAAR1 ag,OXTR potentiator,TAAR1 antag,CHO parental Ca,CHRM1 agonist,V1aR counter
Cc1ccc2nc(-c3ccco3)c(CC(C)(C)C)n2c1,-19,.,0,1,.,-11,.,-4,.
O=C(/C=C/c1ccc(Br)cc1)NC(=S)Nc1ccc(S(=O)(=O)Nc2nccs2)cc1,-4,-1.5,8,4,-5,11,-1,-9,-0.2
O=C(NCc1ccc(C(F)(F)F)cc1)C1CC(c2ccccc2[N+](=O)[O-])=NO1 (stereo not given),-2,-0.6,7,8,-8,-2,-18,5,0.4
O=C(Nc1ccc(Cl)cc1)C1Cc2c(-c3ccccc3Oc3ccccc3)ccnc2O1 (stereo not given),2,.,-4,0,.,6,.,0,.
Cc1ccc(Cl)cc1NC(=O)c1ocnc1C,-1,-0.3,3,11,-2,0,-4,-4,0.6
O=C(Nc1nc(-c2cccs2)cs1)c1ccc(Cl)s1,-5,-1.6,1,-1,-5,7,-19,-5,-1.0
CCCSC1=N/C(=C\c2ccc([N+](=O)[O-])o2)C(=O)S1,-9,.,8,2,.,-15,.,0,.
COC(=O)C1=C(C(=O)OC)[C@@H]2Nc3ccccc3[C@@]23C[C@@H](C(=O)OC)N(C(=O)C2CCC2)C3=N1,-2,2.3,4,18,-12,1,-16,2,2.7
CN(c1ccc(OCC(=O)OCC(=O)Nc2c(F)c(F)c(F)c(F)c2F)cc1)S(=O)(=O)c1ccc(F)cc1,3,1.7,-9,2,-11,11,-2,-10,2.8
CCOC(=O)c1sc(C)nc1C1CCN(C(=O)OCC)CC1,-28,-2.1,9,10,-6,-3,-6,0,-0.5
CN(Cc1cn(-c2ccccc2)nc1-c1ccc(F)cc1)C(=O)CCC(=O)O,-1,0.2,0,5,-12,5,-11,-6,0.1
C=CCNC(=O)c1onc(CSc2cc(C)cc(C)c2)c1C(=O)O,6,0.4,5,2,-15,-9,-5,1,-0.3
CCOc1ccc(N(C(=O)c2ccccc2Cl)C2=NC(C)(C)CS2)cc1,4,-2.5,3,-2,6,-44,-18,-5,-1.3
CCOC(=O)C1=C(CN2c3ccccc3CC2C)NC(=O)NC1c1ccccc1 (stereo not given),-4,2.0,2,9,-17,-5,-30,0,0.6
O=C(COc1ccc(S(=O)(=O)N2CCCC2)cc1)NCCC1=CCCCC1,-1,-1.1,4,11,-2,-10,-11,-8,-0.1
CCNC(=S)N1CCN(c2nc(CC)nc3sc4c(c23)CCCC4)CC1,-3,-2.6,-4,3,-6,16,-15,-9,-0.2
COc1ccnc(Oc2ccccc2)c1C#N,-24,0.0,6,3,5,20,-6,-3,-0.8
COc1ccc(/C(C)=N/NS(=O)(=O)c2cc(C)ccc2C)c(OC)c1,10,-0.9,-9,1,-1,5,-15,-4,1.2
O=C(c1ccccc1)N(CCO)Cc1cc2cc3c(cc2[nH]c1=O)OCCO3,2,0.0,-4,13,1,13,-13,-5,1.1
COc1cc2c(cc1OC)C(=O)CCC2,-9,.,2,0,.,-12,.,-2,.
COc1ccccc1CCN1CCCC(CN(C)C(=O)CCC(=O)N(C)C)C1 (stereo not given),-11,-1.0,4,1,-9,7,-12,-10,-0.1
NC(=O)c1nsc(C(=O)N(c2ccccc2F)C(C(=O)NCc2ccc(F)cc2)c2ccc(O)cc2)c1N (stereo not given),37*,1.4,-20,14,-7,77*,-10,-1,3.2
N#Cc1ccc(NC(=O)CSc2cn[nH]n2)cc1,-8,0.4,4,-3,-6,4,4,-2,-0.2
Cc1cc(N2CCOCC2)nc2ccccc12,-26,-2.5,17,-2,-8,-5,-19,-4,-1.7
O=C(Nc1nc2c(F)cc(F)cc2s1)c1ccc([N+](=O)[O-])o1,-2,4.9,0,5,-6,-12,-6,-1,7.3
# (further entries)
SMILES,CHRM1 antagonist,OXTR agonist,M1 PAM,TAAR1 ag,OXTR potentiator,TAAR1 antag,CHO parental Ca,CHRM1 agonist,V1aR counter
O=C(c1cccc(S(=O)(=O)N2CCc3ccccc3C2)c1)N1CCN(c2ccc(O)cc2)CC1,-10,2.2,5,8,-16,24,-19,-4,3.6
COc1cccc(N2CCN(C(=O)c3cccn4c(=O)c5c(C)c(C)sc5nc34)CC2)c1,-25,0.9,25,1,2,-18,-15,-1,0.2
CCC1(C)C2(C#N)C(N)=NC(OC)(OC)C12C#N (stereo not given),-7,0.9,4,8,-6,10,-2,-2,0.8
Cc1nsc(N)c1C(=O)O,-6,0.5,7,5,1,-22,-2,-2,1.4
O=C(N/N=C/c1coc2ccccc2c1=O)c1ccccc1Br,-6,-1.7,2,0,-6,-10,-17,-5,0.1
COc1ccc(-c2cn(CCC(=O)O)c(-c3ccc(Cl)nc3)n2)cc1,-1,1.1,0,0,-1,0,2,-3,0.9
Fc1ccc(SCCc2ccncc2)cc1,8&-44,-0.2&0.2,2&18,6&11,-6&-2,-22&-5,-3&-9,-5&-1,0.1&0.5

# Among those listed so far, these contain a Cl atom.
SMILES,CHRM1 antagonist,OXTR agonist,M1 PAM,TAAR1 ag,OXTR potentiator,TAAR1 antag,CHO parental Ca,CHRM1 agonist,V1aR counter
CC1CCN(C(C)C(=O)Nc2cc(S(=O)(=O)N3CCCCC3)ccc2Cl)CC1 (stereo not given),-8,-1.8,2,-4,-6,6,-5,-3,-0.6
NC(COCc1ccccc1)c1csc(NC(=O)Nc2cccc(Cl)c2)n1 (stereo not given),5,.,-1,58*,.,43,.,6,.
O=C(Nc1ccc(Cl)cc1)C1Cc2c(-c3ccccc3Oc3ccccc3)ccnc2O1 (stereo not given),2,.,-4,0,.,6,.,0,.
Cc1ccc(Cl)cc1NC(=O)c1ocnc1C,-1,-0.3,3,11,-2,0,-4,-4,0.6
O=C(Nc1nc(-c2cccs2)cs1)c1ccc(Cl)s1,-5,-1.6,1,-1,-5,7,-19,-5,-1.0
CCOc1ccc(N(C(=O)c2ccccc2Cl)C2=NC(C)(C)CS2)cc1,4,-2.5,3,-2,6,-44,-18,-5,-1.3
COc1ccc(-c2cn(CCC(=O)O)c(-c3ccc(Cl)nc3)n2)cc1,-1,1.1,0,0,-1,0,2,-3,0.9
